From PubChem BioAssay
VEEV TC-83 Vero: inhibitors of VEEV TC-83 cytopathic effect, confirmation, Vero cells (AID 588727). 350,000 tested, 0.13% active. Vero cells, VEEV TC-83 cytopathic effect inhibition; higher % means a stronger effect. one-dose inhibition, % at 20 µM; IC50 in µM for titrated hits; in the data active = a potency from the dose series; inconclusive = inhibition mostly from about 14% at the one dose, without a potency; inactive = the rest, 99 in 100 with inhibition below about 12%; note: strong numbers were not always called active
Salmonella PhoP GFP: PhoP regulon inhibitors, Salmonella typhi PhoP promoter GFP reporter, confirmatory (AID 1850). Salmonella Typhi PhoP-promoter GFP reporter, fluorescence, 4 h; higher % means a stronger effect. 310,000 tested, 0.33% active. inhibition, % at 50 µM, or IC50 in µM where a hit was titrated; in the data active = a potency from the dose series; inconclusive = inhibition mostly from about 25% at the one dose, without a potency; inactive = the rest, 99 in 100 with inhibition below about 19%;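 note: 0% = induced wells with vehicle and 100% = uninduced wells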
H37Rv inhibition: M. tuberculosis growth inhibition, HTS (AID 449762); M. tuberculosis H37Rv growth inhibition, 7H9 media; higher % means a stronger effect; inhibition, % at 25 µM; hits with a dose series show IC50 in µM; 330,000 tested, 0.59% active; in the data active = a potency from the dose series; inconclusive = inhibition above about 70% without an active follow-up result;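 note: bacterial growth assessed after seven days of incubation; strong numbers were not always called active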
influenza NS1A: H1N1 influenza NS1A inhibitors, functional cell based assay (AID 504329); NS1A functional cell-based assay, percent inhibition; higher % means a stronger effect; one-dose inhibition, % at 12.5 µM; IC50 in µM for titrated hits; 340,000 tested, 0.3% active; in the data active = a potency from the dose series; inconclusive = inhibition above about 27% without an active follow-up result; note: strong numbers were not always called active
tuberculosis growth: growth inhibition of non-replicating M. tuberculosis (AID 488890); Mycobacterium tuberculosis non-replicating, growth inhibition; higher % means a stronger effect; inhibition, % at 25 µM, or IC50 in µM where a hit was titrated; 320,000 tested, 0.39% active; in the data active = a potency from the dose series; inconclusive = inhibition mostly from about 82% at the one dose, without a potency; inactive = the rest, 99 in 100 with inhibition below about 76%;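 note: plate controls were DMSO cells for no effect and high antibiotic wells for full effect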
VEEV TC-83 Vero 10K pilot screen: recorded beside VEEV TC-83 Vero, whose call it bears; inhibition, %; measured here: 10K pilot screen inhibition
* = called active by the depositor; i = inactive; ? = inconclusive; nt = not tested or not shown.

SMILES | VEEV TC-83 Vero | Salmonella PhoP GFP | H37Rv inhibition | influenza NS1A | tuberculosis growth | others
O=C1Nc2ccccc2O/C1=C\c1c(F)cccc1Cl | i | -2% | 6% | -7% | -8%
O=C(NN1C(=O)c2ccccc2NC1c1ccccn1)c1ccc(Br)cc1 (centres undefined) | 5.1% | 13% | -4% | 2% | 15%
COc1cc(OC)cc(C(=O)Nc2cccc(-c3ccc(N4CCOCC4)nn3)c2)c1 | 5.9% | -2% | -4% | -5% | -8%
CCc1nnc(NS(=O)(=O)c2ccc(NC(=O)/C=C/c3ccc(OC)cc3OC)cc2)s1 | 0.6% | 3% | -8% | 14% | 14%
CCOc1ccccc1OCCCC(=O)NNC(=O)c1nn(C)c(=O)c2ccccc12 | 2.3% | nt | -2% | -10% | -16%
Cc1ccc(/C=C/C(=O)NCCCc2ccccc2)cc1 | i | 5% | -1% | -8% | 46%
COc1cc2ccc(=O)oc2c(O)c1O | 0.1% | nt | nt | 9% | nt
COC(=O)c1sc(NC(=O)c2csc3c2CCCC3)nc1C | i | 2% | nt | 4% | nt
O=C(Nc1cccc(S(=O)(=O)NC2=NCCC2)c1)c1ccc(=O)[nH]c1 | i | nt | -3% | -16% | -11%
CC(C)(C)c1ccc(C(=O)NCc2nnc(SCC(=O)NC3CCCCC3)o2)cc1 | 2.9% | -3% | 2% | -7% | 78%
CCC(=O)Nc1nc(-c2ccccc2)ns1 | 0.4% | 6% | -6% | 2% | 12%
CC1(C)S[C@@H]2[C@H](NC(=O)[C@H](N)c3ccc(O)cc3)C(=O)N2[C@H]1C(=O)O | 0.4% | 6% | 11% | 3% | 1%
CCOC(=O)c1c(O)cc(C)[nH]c1=O | 0.6% | -7% | -3% | -5% | -12%
NC(=O)C1(N2CCCCC2)CCN(C2CC(=O)NC2=O)CC1 (centres undefined) | 0.3% | -1% | -1% | 1% | ? | VEEV TC-83 Vero 10K pilot screen=0.3
COc1ccc(C2=NOC(C)(c3nnc(-c4ccc(F)cc4)o3)C2)cc1 (centres undefined) | 4.6% | 4% | 47% | -9% | 59%
COC(=O)Nc1ccc(S(=O)(=O)N2CCN(CCN3C(=O)C4C5C=CC(C5)C4C3=O)CC2)cc1 (centres undefined) | 1.2% | -3% | -7% | -4% | 0%
CCOC(=O)C1=C(C)OC(N)=C(C#N)C1c1cc(OC)c2c(c1)OCO2 (centres undefined) | 3.6% | 2% | -9% | 7% | -15%
Cc1ccc(C)c(NC(=O)c2ccc3c(c2)N(Cc2ccc(F)cc2)C(=O)CS3=O)c1 (centres undefined) | 7.9% | nt | -7% | -3% | -2%
Cc1cccc(-c2ncc(CN3CCN(C4CCCC4)C(CCO)C3)cn2)c1 (centres undefined) | i | 7% | -4% | 6% | 9%
CC(C)c1ccc(Nc2nnc(SCC(=O)Nc3ncc(S(=O)(=O)c4ccc([N+](=O)[O-])cc4)s3)s2)cc1 | i | 15% | ? | -12% | ?
COCCn1c(CCC(=O)O)ccc1-c1cccs1 | i | 3% | -3% | -9% | 5%
COc1ccc(/C=C(/NC(=O)c2ccc(OC)c(OC)c2)C(=O)NCCCn2ccnc2)cc1 | i | 5% | 3% | -1% | -5%
CCC(C(=O)O)n1c(C(F)(F)F)nc2ccccc21 (centres undefined) | 0.2% | -7% | -8% | -19% | -6%
COc1ccc([N+](=O)[O-])cc1NS(=O)(=O)c1cc(C(=O)NCc2cccnc2)ccc1Cl | 4.5% | nt | -2% | -9% | -2%
COCCSc1nnc(NC(=O)Cc2cccs2)s1 | i | 10% | 12% | -2% | 11%

Brought forward from above: 4 compounds, followed by the next part.
SMILES | VEEV TC-83 Vero | Salmonella PhoP GFP | H37Rv inhibition | influenza NS1A | tuberculosis growth | others
COc1ccc(/C=C(/NC(=O)c2ccc(OC)c(OC)c2)C(=O)NCCCn2ccnc2)cc1 | i | 5% | 3% | -1% | -5%
CCC(C(=O)O)n1c(C(F)(F)F)nc2ccccc21 (centres undefined) | 0.2% | -7% | -8% | -19% | -6%
COc1ccc([N+](=O)[O-])cc1NS(=O)(=O)c1cc(C(=O)NCc2cccnc2)ccc1Cl | 4.5% | nt | -2% | -9% | -2%
COCCSc1nnc(NC(=O)Cc2cccs2)s1 | i | 10% | 12% | -2% | 11%
Cc1cccc(-n2c(O)c(C=NCc3ccccn3)c3ccccc3c2=O)c1 | 1.1% | -8% | 1% | 10% | 45%
CCOC(=O)CN1NC2(CCC(C)CC2)NC1=S (centres undefined) | 1.8% | -4% | -7% | 0% | i
COc1ccc(C(=O)N2CCC(N3CCN(c4ccccc4)CC3)CC2)cc1OC | 0.2% | 4% | 3% | -18% | 0%
Cc1ccc2c(c1)CC1(CN2C)C(=O)NC(=O)N(c2ccc(C)c(C)c2)C1=O (centres undefined) | 8.5% | 2% | -2% | -2% | 29%
CC(=O)c1cccc(NC(=S)NCc2ccccc2)c1 | 1.0% | -3% | -6% | -4% | ?
Cc1ccc(-n2nc3c(Cl)nnc(C)c3c2C)cc1 | 0.1% | 3% | 2% | -9% | 15%
O=C(CSc1ncccn1)Nc1ccccc1 | 1.3% | 1% | 0% | -12% | 9%
CC(C)(C)Nc1nc2ccc([N+](=O)[O-])cc2o1 | 0.8% | 6% | -10% | 4% | -20%
CCS(=O)(=O)NCc1csc(-c2ccccc2)n1 | 0.9% | -3% | -7% | 5% | 1%
OC(COc1ccccc1)CN1CCN(c2ccccc2)CC1 (centres undefined) | i | nt | nt | 6% | nt
Cc1onc(-c2ccccc2)c1C(=O)Nc1nnc(C(C)C)s1 | 8.6% | 2% | -1% | -6% | 32%
CCN(CC)S(=O)(=O)c1cccc(C(=O)N/N=C/c2ccccc2OCC(=O)O)c1 | 1.1% | -8% | 24% | -1% | 5%
O=C(CNS(=O)(=O)c1ccc(F)c(Cl)c1)NCCc1ccccc1 | 1.3% | 1% | -2% | -8% | 13%
Cc1ccc2c(c1)NCC(C(=O)NC1CCCCC1)O2 (centres undefined) | 1.1% | -4% | -7% | -65% | 2%
O=C(CCSc1ccccc1)Nc1ccc(OCc2ccccc2)cc1 | 0.8% | -4% | ? | -2% | 19%
O=c1c(Cc2ccc(Cl)cc2Cl)c(O)ccn1Cc1ccncc1 | 1.7% | 0% | 0% | -8% | -33%
CCN(CC(=O)NCc1ccc(F)cc1)CC(=O)Nc1ccc(S(=O)(=O)N2CCCC2)cc1 | i | 1% | -6% | -7% | 11%
CN(CCO)S(=O)(=O)c1ccc2c(c1)C(=NNC(N)=O)c1cc(S(=O)(=O)N(C)CCO)ccc1-2 | i | -4% | -8% | -5% | 1%
S=C(Nc1ccccc1)N1CCCCCC1 | 1.6% | 9% | -3% | -1% | -9%
CC1CCN(C(=O)Cn2c(=O)n(-c3ccc(F)cc3)c(=O)c3sccc32)CC1 | 1.8% | 11% | -4% | -21% | -1%
Cc1c(C(=O)Nc2cccc([N+](=O)[O-])c2)cnn1-c1ccccc1 | 2.1% | -4% | 13% | -11% | 54%
CSCCC(NC(=O)c1ccc(Cl)cc1)C(=O)OCC(=O)NCc1ccco1 (centres undefined) | i | 2% | -5% | -3% | -9%
COc1cc2c(cc1NC(=O)COc1ccc3ccccc3c1)oc1ccccc12 | 9.2% | -13% | 6% | 12% | 3%
COC(=O)c1ccc(C)c(NC(=O)c2c(-c3ccccc3)noc2C)c1 | i | 2% | -4% | 0% | -7%
COc1ccc(Cl)cc1Nc1nc(-c2sc(NC(=O)CC(C)C)nc2C)cs1 | 7.5% | -5% | ? | -2% | 15%

Not a retest: three of the compounds above.
SMILES | VEEV TC-83 Vero | Salmonella PhoP GFP | H37Rv inhibition | influenza NS1A | tuberculosis growth | others
CCS(=O)(=O)NCc1csc(-c2ccccc2)n1 | 0.9% | -3% | -7% | 5% | 1%
OC(COc1ccccc1)CN1CCN(c2ccccc2)CC1 (centres undefined) | i | nt | nt | 6% | nt
Cc1onc(-c2ccccc2)c1C(=O)Nc1nnc(C(C)C)s1 | 8.6% | 2% | -1% | -6% | 32%

(next part)
SMILES | VEEV TC-83 Vero | Salmonella PhoP GFP | H37Rv inhibition | influenza NS1A | tuberculosis growth | others
CC(C)(C)c1ccc(C(=O)Nc2ccccc2Cl)cc1 | 0.3% | 5% | 5% | -7% | 24%
O=C(O)CCS(=O)(=O)c1ccc(-c2ccccc2)cc1 | i | -13% | -7% | -16% | 5%
CC(=O)c1cccc(S(=O)(=O)NCC(C)(C)N2CCOCC2)c1 | i | 1% | 0% | -17% | -4%
COc1ccc(N2CCN(C(=O)c3ccc(Cl)c(S(=O)(=O)N4CCCC4)c3)CC2)cc1 | i | 1% | 1% | 13% | 12%
CCCc1cc2c(cc1NC(=O)c1ccc(Br)cc1)OCO2 | 1.7% | 1% | 1% | 12% | 31%
Cc1nonc1OC(C)CNc1ccc([N+](=O)[O-])cc1 (centres undefined) | 4.7% | 7% | 9% | 8% | 19%
CC(C)(CCl)C(=O)Nc1ccc(OC(F)(F)F)cc1 | 2.7% | -1% | ? | 0% | 12%
CCC(O)CC(C(=O)NNc1ccccc1)C(=O)NNc1ccccc1 (centres undefined) | 1.8% | -1% | ? | -8% | 46% | VEEV TC-83 Vero 10K pilot screen=1.8
Cc1ccccc1/[N+]([O-])=C/c1ccncc1 | 4.4% | -5% | -4% | 17% | -11% | VEEV TC-83 Vero 10K pilot screen=0.9
C=CCn1c(=NC(=O)CN2C(=O)CCC2=O)sc2cccc(OC)c21 | 0.2% | 1% | -7% | -15% | 17%
CN(c1ccccc1)S(=O)(=O)c1cccc(C(=O)NC2CC(C)(C)NC(C)(C)C2)c1 | i | nt | -13% | 0% | 6%
C=C(C)C1CC=C(CN2CCN(Cc3ccccc3)CC2)CC1 (centres undefined) | 0.2% | 3% | 16µM* | -2% | ?
COc1ccc(NS(=O)(=O)c2ccc3[nH]c(=O)[nH]c3c2)cc1 | 1.0% | 7% | -1% | -6% | -1%
O=[N+]([O-])c1ccccc1S(=O)(=O)Nc1ccc(-c2ccc(N3CCCC3)nn2)cc1 | 7.5% | -1% | 28% | -4% | 18%
O=C(O)c1cccc(NC(=O)c2ccc(S(=O)(=O)c3ccccc3)cc2)c1 | 2.1% | -13% | 1% | 0% | -6%
O=C(Nc1nsc(-c2ccccc2)n1)c1ccc(F)cc1 | 2.1% | 1% | 2% | 4% | 38%
CCNC(=O)CSc1nnc(-c2cccc(S(=O)(=O)N(CC)CC)c2)n1CCc1ccccc1 | i | -14% | -9% | 0% | -19%
COc1ccc(C2CC(c3cc(Br)ccc3F)n3nnnc3N2)cc1 (centres undefined) | 6.1% | 11% | 4% | -9% | -2%
CN(C)CCn1c2c(c(SCC(=O)Nc3cccc4ccccc34)nc1=O)CCC2 | 2.3% | 3% | -11% | -11% | -4%
COc1ccc(NC(C)=O)cc1S(=O)(=O)NC(Cc1ccccc1)C(=O)NC(C)c1ccccn1 (centres undefined) | 4.4% | nt | nt | -9% | nt
CC(C)N1CCc2c(sc(NC(=O)c3ccc([N+](=O)[O-])o3)c2C(N)=O)C1 | i | -5% | ? | -16% | ?
S=C(NC1CCCCCC1)NC1CCCC1 | 0.8% | 2% | 1% | -2% | nt
C=CCNc1nnc(Sc2ncccc2[N+](=O)[O-])s1 | 1.4% | -8% | ? | -13% | 4.7µM*
O=C(Nc1ccon1)c1cccc(S(=O)(=O)N2CCCCC2)c1 | i | 16% | -6% | -4% | -4%
COc1ccc(-n2ncc3c2CC(C)(C)CC3NC(=O)c2cn[nH]c2)cc1 (centres undefined) | 5.3% | -5% | -3% | 8% | 1%

Further structures:
SMILES | VEEV TC-83 Vero | Salmonella PhoP GFP | H37Rv inhibition | influenza NS1A | tuberculosis growth | others
COc1cccc(N(CC(=O)NCCSCc2ccc(C)cc2)S(C)(=O)=O)c1 | i | -3% | -1% | 5% | 3%
Fc1ccc(NC2=NCCCCC2)cc1 | 0.3% | 9% | -1% | 7% | 12%
O=C(CSc1nnc(COc2ccc(Cl)cc2)o1)N1CCCCC1 | 0.4% | 15% | -3% | 0% | ?
CCCc1ccc(NC(=O)C2CCCN(c3cnccn3)C2)cc1 (centres undefined) | 3.0% | -16% | 4% | 1% | 25%
O=C(NCCc1ccccc1)c1coc(=O)c(Br)c1 | i | 7% | -5% | -10% | 70%
CC(NC(=O)c1cc2c(=O)n(C)c3ccccc3c2n1C)c1ccc2c(c1)OCCO2 (centres undefined) | 9.3% | 4% | -8% | 0% | 5%
Cc1sc2ncn(CC(=O)NCc3ccco3)c(=O)c2c1-c1ccccc1 | 0.2% | 2% | 2% | -8% | -8%
